# Pf Dd2 growth = Plasmodium falciparum Dd2 growth inhibition; P. falciparum Dd2 growth, SYBR Green, 72 h; Potency, µM (highest dose often 28.9 µM), for inactives: top-dose activity, negative = inhibition, hits mostly inhibitors; 4.3% of 120,000 active; AID 1347417; active means well fitted inhibition curve with a large enough effect; inconclusive means small, poorly fitted or top-dose-only effect; inactive means no such curve, though single readings can be large or run the other way;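 further: plate controls were DMSO vehicle for no effect and reference drug for full effect; nearly all actives have a fitted effect of over 65% in size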
#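 Readout: SYBR Green fluorescence, 485 nm excitation, 535 nm emission, after ~16 h lysis at 37C. Before that, Dd2-infected red cells (2.5% hematocrit) grew 72 h with compound, 29 uM top final concentration.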
# * hit, by the source's call; i = inactive; ? = inconclusive; [ ] = another dose, or the depositor's remark. Potency means the concentration at half of the fitted maximal effect. The list is partial; the hit share may differ from the screen's.
Molecule,Pf Dd2 growth
O=S(=O)(Nc1nc2n(n1)C(c1ccc(F)cc1)C=C(c1ccc(Cl)cc1)N2)c1ccccc1 (stereo unspecified),11%
COCCNC(=O)[C@@H]1C[C@H](Oc2cccnc2)CN1C(=O)C(C)C,15%
CCCN(CCC)CCCNC(=O)Cn1ncc2c3ccccc3n(Cc3ccccc3)c2c1=O,5µM*
CCN(CC)C(=O)Cn1cc(SCC(=O)Nc2cccc(C)c2)c2ccccc21,-4%
O=C(N1C[C@@H](CO)[C@H](c2ccncc2)C1)C1(c2ccccc2)CCCC1,?
Cc1cccc(OCC2(CNS(=O)(=O)c3ccc(Cl)cc3)C[C@@H](O)[C@@H](O)C2)n1 (stereo partly specified),-6%[44.1 µM]
COc1ccc(CC(=O)N2CC[C@@H](CC(=O)O)[C@@H](CC3=NCCc4cc(OC)c(OC)cc43)C2)cc1,-2%
COc1cccc2c1OCC(CN1CCC3(C1)CN(C)C(=O)O3)=C2 (stereo unspecified),1%
O=C(CCC1N=C2c3ccccc3N=C(SCc3ccc(F)cc3)N2C1=O)NCc1ccc(F)cc1 (stereo unspecified),-29%
COC(=O)[C@@H]1C[C@H](NC(=O)c2cc(OC)nc(OC)n2)CN1C,?
OC1(CN2CCN(C/C=C/c3ccccc3)CC2)CNCCOC1 (stereo unspecified),?
CCCOc1ccc(-c2nonc2NC(=O)c2cc(OC)c(OC)c(OC)c2)cc1OCCC,?
CC(=O)N1CCc2cc(CNC(=O)Nc3ccccc3C(F)(F)F)ccc21,66%[activator]
COCC(=O)N1C[C@@H]2C[C@H]1C(=O)N(Cc1ccc(OC(F)(F)F)cc1)c1ccccc1O2,i
CCCCC(=O)OCc1cc(=O)n2nc(C3CCCCC3)sc2n1,10%
c1ccc(CNc2cc(-c3cc(N4CCCCC4)ncn3)c3cc[nH]c3n2)nc1,?
CCNC(=O)C12CCCC=C1N(C1CCCC1)C(=O)CC2 (stereo unspecified),14%
Cc1cccc2c1-c1sc(C(=O)NCCCN3CCN(c4cccc(Cl)c4)CC3)cc1CO2,-23%
CN1CCOc2c(C(=O)NCCc3ccccc3)cc(N3CCOCC3)cc21,-9%[44.1 µM]
COc1ccc(CNC[C@H]2Cn3cc(-c4ccccc4)nc3CO2)cc1,i
COc1ccc(N2CC(NC(=O)COc3ccc(F)cc3)CC2=O)cc1OC (stereo unspecified),-20%
CCn1ccc(C(=O)N2CC(C(=O)N(C)C)C3(CCOCC3)C2)n1 (stereo unspecified),10%
CS(=O)(=O)N1CCC(C2CCN(C(=O)COc3ccccc3)C2)CC1 (stereo unspecified),4%
COc1ccccc1-c1ccc2ncc(Nc3cccc(N[S+](C)(=O)[O-])c3)n2n1,i
COc1ccccc1CNC(=O)c1ccc2c(c1)nc(C)n2-c1ccccc1OC,-26%
CCN(CC)c1nc2c(-c3cccc(Br)c3)nnn2c2ccccc12,15%
CN1CCN([C@H]2[C@@H]3OC[C@@H](O3)[C@@H](NCc3ccc(-c4ccccc4)cc3)[C@@H]2O)CC1,?
COc1cc(NC(=O)c2cc3ccc4cccnc4c3[nH]2)cc(OC)c1OC,?
Cc1ccccc1C(=O)N1CCC2(CC1)NC(=O)N(c1cccc(F)c1)N2,?
COCCN1Cc2nc(Nc3ccc(C(F)(F)F)cc3)ccc2OCC1=O,13µM*
COCC(=O)NCCC1CCN(C(=O)Nc2ccc(F)cc2)CC1,-11%
CN1CC(=O)N(c2ccccc2)Cc2c(NCc3ccc(F)cc3)ncnc21,-15%
Cc1noc(-c2ccccc2Cl)c1C(=O)NCc1ccc(F)cc1F,10%
COc1ccc(-c2oc3ncn4nc(-c5ccc(Cl)cc5)nc4c3c2-c2ccc(OC)cc2)cc1,17%
CCc1cccc(NC(=O)c2nnn3cc(C)[nH]c(=O)c23)c1,?
COCc1nnc(NC(=O)CC[C@H]2NC(=O)c3ccccc3NC2=O)s1,-8%
CN(C)Cc1cn(C[C@H]2C[C@@H](NC(=O)Nc3ccc4c(c3)OCCO4)[C@H](O)[C@@H]2O)nn1,-2%
COc1ccc(Br)cc1CNC(=O)c1ccc2c(c1)nc1n2CCC(C)C1 (stereo unspecified),-22%
O=C(NC1CC1)c1cccn2nccc12,22%[44.1 µM]
CC(CNC(=O)C1CCN(Cc2cc3ccccc3n2Cc2ccccc2)CC1)c1ccccc1 (stereo unspecified),?
C1=C(CCNc2ncncc2-c2nc(-c3ccccc3)no2)CCCC1,?
O=C(CN1CCCCCC1)NCC1Cn2cccc2C(=O)N1Cc1ccccc1 (stereo unspecified),4µM*
CC(C)(C)CC(=O)N1CC[C@@H](CC(=O)O)[C@@H](CCN2CCN(c3cccc(C(F)(F)F)c3)CC2)C1,i
COc1ccc(NC(=O)Cn2cccc2-c2nc(-c3ccc4c(c3)OCO4)no2)cc1OC,-24%
CC(=O)N1CCC(Cc2noc(C3CCOCC3)n2)C1 (stereo unspecified),69%[activator]
O=C(CCC1N=C2c3ccccc3N=C(SCc3ccccc3Cl)N2C1=O)NCc1cccs1 (stereo unspecified),10%
N#Cc1ccc(CN2CCC[C@H]2c2nc(-c3ccnc(N4CCOCC4)c3)no2)cc1,?
Cc1cc(=O)n(CC(=O)Nc2ccc(C(F)(F)F)cc2)c(N2CCc3ccccc3C2)n1,-7%
Nc1nc(C2CC(NC(=O)CCc3nc4ccc(F)cc4[nH]3)C2)cc(=O)[nH]1 (stereo unspecified),-7%
COc1ccc(N2CCN(C(=O)c3noc4c3CCCCC4)CC2)cc1,49%[activator]
COCCn1cc2c3c(cccc31)CN(C(=O)c1cccc(C(F)(F)F)c1)CC2,i
CN1C(=O)CC(C(=O)O)C12CCN(Cc1nc(C(=O)O)co1)CC2 (stereo unspecified),13%
CCc1ccc(NC(=O)c2cc3nc(-c4ccc(C)cc4)cc(C(F)(F)F)n3n2)cc1,-9%
O=C(CCS(=O)(=O)c1nc(-c2cccs2)cc(C(F)(F)F)n1)Nc1ccc(F)c(Cl)c1,-19%
O=C(c1cc2c(Cl)nc3ccccc3c2s1)N1CCCCC1,12%
O=C(c1n[nH]c(=O)c2ccccc12)N1CCC(Cc2noc(-c3ccncc3)n2)C1 (stereo unspecified),-27%
Cc1cn2nc(C(=O)N3CCC(C(=O)NC4CCCC4)CC3)cc2c(=O)[nH]1,-1%
COc1ccc(OC)c(CNC(=O)c2ccc3nc(C(C)C)oc3c2)c1,68%[activator]
COCCN1C(=O)c2cccn2CC1CNS(=O)(=O)Cc1ccccc1F (stereo unspecified),-12%
CC(C)NC(=O)c1ccccc1OCC1CCCN(Cc2ccc(F)cc2)C1 (stereo unspecified),?

# An excerpt from above in order of number of heavy atoms, falling.
Molecule,Pf Dd2 growth
COc1ccc(-c2oc3ncn4nc(-c5ccc(Cl)cc5)nc4c3c2-c2ccc(OC)cc2)cc1,17%
COCCN1C(=O)c2cccn2CC1CNS(=O)(=O)Cc1ccccc1F (stereo unspecified),-12%
COCC(=O)NCCC1CCN(C(=O)Nc2ccc(F)cc2)CC1,-11%

# Carrying on.
Molecule,Pf Dd2 growth
CCNC(=O)N1CCCCC1c1noc(COCC2CC2)n1 (stereo unspecified),6%
COCC1CN(S(=O)(=O)c2cc(F)ccc2C)CC12CCNCC2 (stereo unspecified),?
Cc1cc(C)c(NC(=O)C(=O)NCC(c2cccnc2)N2CCN(c3ccccc3F)CC2)c(C)c1 (stereo unspecified),?
COc1ccc(C(=O)NC2CCN(c3cnn(C)c(=O)c3)CC2)c(OC)n1,-13%
CC1=C(C(=O)Nc2ccc(F)cc2)C(c2ccc(N(C)C)cc2)NC(=O)N1 (stereo unspecified),27%
CN(C)c1ncc2c(n1)C(C)(C(=O)NCc1cccc(Cl)c1)CCC2 (stereo unspecified),i
COc1cc(Cl)ccc1C(=O)NCc1nnc2c(-c3nc(C4CC4)no3)cccn12,i
CCNC(=O)N[C@H]1[C@H](O)[C@@H](N(C)CCc2ccccn2)[C@@H]2OC[C@H]1O2,21%[44.1 µM]
COc1ccc(NC(=O)Cn2c(=O)n(-c3ccccc3)c(=O)c3c4c(sc32)CCCC4)cc1,49%[activator]
CN(C)CCCNc1cc(N2CCN(C3CCCCC3)CC2)c2noc3c2c1C(=O)c1ccccc1-3,?
COc1ccc(S(=O)(=O)c2cnc3ccc(Cl)cc3c2N2CCCCC2C)cc1 (stereo unspecified),i
COc1ccc(CNC(=O)c2c(O)nc3cc(C)ccn3c2=O)cc1,19%
Cc1ccc(C2NC(=O)c3n[nH]c(-c4cccs4)c32)cc1 (stereo unspecified),-2%
CCc1cccc(C)c1NC(=O)CCn1c(=O)c2cccn2c2ccccc21,?
CN1CC(=O)N(CC(=O)Nc2ccc(Cl)c(C(F)(F)F)c2)c2ccccc2C1=O,-7%
Cc1c(C2=CCN(S(=O)(=O)c3cccc(Cl)c3)CC2)c2ccccc2n1CC(=O)N1CCCC1,-29%
O=C(COc1ccc(F)cc1)N1CCCC(n2cc(-c3nc(C4CC4)no3)nn2)C1 (stereo unspecified),-12%
Cc1ccc(CN2CCCCCNC(=O)CC2c2ccccc2)s1 (stereo unspecified),?
CC(=O)N1CCC(Nc2cc(-c3ccc(Cl)cc3)nc3c(C)noc23)CC1,i
O=C(NCc1cccnc1)[C@@H]1C[C@@H](O)CN1C1CCN(C(=O)CN2CCCCCC2)CC1,19%
COc1ccc(C(=O)N2CCC3(CC2)CC(O)CCO3)c(C)c1 (stereo unspecified),7%
Cc1ccc(NC(=O)Cn2cc(C(=O)C3CC3)c3ccccc32)cc1C,314%[activator][5.79 µM]
O=C(c1ccco1)N1CCC2(CC1)CC(N1CCN(c3ccccn3)CC1)CCO2 (stereo unspecified),?
O=C(CCC(=O)N1CCn2nc(Cc3ccccc3)cc2C1)NC1CCCC1,-4%
O=c1c2cn[nH]c2nc(SCc2c(F)cccc2F)n1-c1ccc(Cl)cc1,i
CCC(=O)NCC1c2cc(OC)c(OC)cc2CCN1C(=O)Nc1ccccc1 (stereo unspecified),-5%
CC(C)C(=O)N1Cc2ccccc2CC2(CCCN2Cc2ccccn2)C1 (stereo unspecified),?
CCn1cc2nc(SCc3ccccc3)n(Cc3ccc(C)cc3)c(=O)c2n1,1%
CCC1CCCCN1CCCNC(=O)c1[nH]c2ccccc2c1Sc1ccc(Cl)cc1 (stereo unspecified),-24%
Cc1ccc(NC(=O)C2CCN(S(=O)(=O)c3c(C)noc3C)CC2)c(C)c1,0%

# Quoted from the listing.
# For Pf Dd2 growth, CCCCC(=O)OCc1cc(=O)n2nc(C3CCCCC3)sc2n1 reads 10%
# For Pf Dd2 growth, CN1CC(=O)N(c2ccccc2)Cc2c(NCc3ccc(F)cc3)ncnc21 reads -15%

# The results go on:
Molecule,Pf Dd2 growth
Cc1cccc(NC(=O)Nc2nnc(N(C)C3CCCCC3)s2)c1C,14%
Cc1cc(C)c2sc(NC(=O)c3ccc(S(=O)(=O)N4CCCC4)cc3)nc2c1,?
Cn1nccc1CN1CCC2(CC1)COc1ccccc1NC2=O,i
COc1ccc(OCC2(C)COc3ccc(C(=O)N(C)Cc4ccccc4)cc3N2)cc1 (stereo unspecified),6%[44.1 µM]
Cc1cc(C)c(S(=O)(=O)N2CCCC2c2nncn2Cc2ccncc2)c(C)c1 (stereo unspecified),-16%
CCn1c(CNC(=O)C23CC4CC(CC(C4)C2)C3)nnc1SCC(=O)Nc1ccc(C)cc1,?
CN(C)c1cccc(NC(=O)c2ccc3c(c2)NC(C)(COc2ccccc2)CO3)c1 (stereo unspecified),?
Cc1ccc(C)c(C(=O)N2CC(C(=O)NC3CCCCC3)C3(CCOCC3)C2)c1 (stereo unspecified),2%
CC(=O)N1CCCc2cc(S(=O)(=O)N3CCCC(C(=O)N4CCN(c5cccc(Cl)c5)CC4)C3)ccc21 (stereo unspecified),?
CCC1(C(=O)NCCc2ccccc2)CCCCC(=O)N1 (stereo unspecified),28%
COc1cccc(NC(=O)Cn2nc3c(cc2=O)CCCCC3)c1,-19%
CSc1nc(Nc2cccc(C)c2)c(C#N)c(-c2ccccc2)n1,2%
O=[N+]([O-])c1cc(-c2nc(-c3ccccc3)no2)ccc1NCc1ccco1,15%
COCC1CN(C(C)=O)CC12CCN(Cc1ccc(OC)c(C)c1)CC2 (stereo unspecified),i
CN(Cc1cnccn1)C(=O)C1CCCN(C2CCN(C(=O)C3CC3)CC2)C1 (stereo unspecified),4%
Cc1cc(Cl)ccc1OCC(=O)N1CCC(c2n[nH]c(=O)n2-c2ccccc2)CC1,i
Cc1ccsc1CN1C[C@@H](NC(=O)c2cccnc2)C[C@H]1CO,-18%
CCOc1ccc(NC(=O)c2nnn3c2COC(c2ccc(Cl)cc2)C3)cc1 (stereo unspecified),11%
COc1ccc(-n2c(CC3C(=O)Nc4ccc(C)cc43)nc3ccccc3c2=O)cc1 (stereo unspecified),-24%
N#Cc1ccc(OC(=O)c2cc(-c3ccc(Cl)cc3)on2)cc1,22%
NCCCCCc1nnc(SCc2ccc(F)cc2)o1,41%[activator]

# Part of the list above, field by field:
SMILES: Cc1ccc(NC(=O)Cn2cc(C(=O)C3CC3)c3ccccc32)cc1C
  Pf Dd2 growth: 314%[activator][5.79 µM]
SMILES: O=C(c1ccco1)N1CCC2(CC1)CC(N1CCN(c3ccccn3)CC1)CCO2 (stereo unspecified)
  Pf Dd2 growth: ?
SMILES: O=C(CCC(=O)N1CCn2nc(Cc3ccccc3)cc2C1)NC1CCCC1
  Pf Dd2 growth: -4%
SMILES: O=c1c2cn[nH]c2nc(SCc2c(F)cccc2F)n1-c1ccc(Cl)cc1
  Pf Dd2 growth: i

# From PubChem BioAssay
